# hcDAF-12 act = H. contortus DAF-12 nuclear receptor activators, primary screen, cell-based, luminescence, HEK293, lit1-tk-luc reporter. AID 652067, 2013. HEK293 hcDAF-12 lit1-tk-luc reporter; 0% DMSO, 100% Δ7-dafachronic acid. 370,000 tested, 1.4% active. activation, % at 6.8 µM;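 active = activation above the mean of all tested compounds plus 3 SD, cut at about 5.5% in these data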;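 also: 100% = response to 3 µM Δ7-dafachronic acid high control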
# DAX1 inh-1 = DAX1 (NR0B1) inhibitors on StAR promoter, primary screen, cell-based, luminescence, SF-1 (NR5A1), full-length DAX-1 | 370,000 tested, 1.1% active | HEK293T StAR-luciferase reporter, SF-1/DAX-1 repression relief | AID 652010, 2013 | inhibition, % at 6.8 µM;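 active = inhibition above the mean over all tested compounds plus 3 SD, cut at about 3.6% in these data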;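 also: 0% = DAX-1 cells with DMSO and 100% = cells lacking DAX-1 with DMSO; higher inhibition means more luminescence from relief of DAX-1 repression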
# PLCb3 inh = human PLC-beta3 inhibitors, primary screen, biochemical, fluorescence | 370,000 tested, 0.18% active | Purified PLC-beta3, fluorogenic substrate | inhibition, % at 12.2 µM; in the data active = inhibition above about 11%;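 also: 0% = median of compound wells on plate and 100% = full blocker control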
# PLC-gamma1 inh = PLC-gamma1 enzyme inhibitors, primary screen, biochemical, fluorescence, purified enzyme; 1-phosphatidylinositol 4,5-bisphosphate phosphodiesterase gamma-1 (Homo sapiens), P19174; fluorogenic substrate; inhibition, % at 12.2 µM; 370,000 tested, 0.84% active; AID 720700, 2013; in the data active = inhibition above about 9.5%
# ssDAF-12 act = S. stercoralis DAF-12 nuclear receptor activators, primary screen, cell-based, luminescence, HEK293, GRIP1 co-expression, lit1-tk-luc; activation, % at 6.8 µM; HEK293 ssDAF-12/GRIP1 lit1-tk-luc reporter; % of 3 µM dafachronic acid response; 370,000 tested, 1% active; Nuclear hormone receptor DAF-12 (Strongyloides stercoralis); AID 652126, 2013;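 active = activation above the mean over all tested compounds plus 3 SD, cut at about 0.9% in these data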;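 also: 0% = DMSO-only wells and 100% = 3 µM delta7-dafachronic acid wells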
# hgDAF-12 ag = H. glycines DAF-12 receptor agonists, primary screen, cell-based, luminescence, HEK293, GAL4 fusion, UAS-luciferase; activation, % at 6.8 µM; HEK293 GAL4-hgDAF12 UAS-luciferase reporter, agonist luminescence; normalized to butyrate control; 370,000 tested, 1.8% active; AID 687014, 2013; Nuclear hormone receptor DAF-12 (Heterodera glycines), GAL4 fusion;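 active = activation above a cutoff set at the mean of all screened compounds plus 3 SD, cut at about 10% in these data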;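 also: 0% = DMSO wells and 100% = sodium butyrate wells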
# ADAM17 inh = ADAM17 inhibitors, primary screen, biochemical, QFRET; Disintegrin and metalloproteinase domain-containing protein 17 (Homo sapiens), P78536; recombinant ADAM17, EDANS/DABCYL FRET peptide cleavage; inhibition, % at 6.95 µM; 370,000 tested, 0.83% active; AID 720648, 2013;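 active = inhibition above the mean of compounds lying between control limits plus 3 SD, set per campaign, cut at about 8.5% in these data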;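 also: 0% = DMSO-only wells as the low control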
# Target sequence (P78536 215-824 limits assumed): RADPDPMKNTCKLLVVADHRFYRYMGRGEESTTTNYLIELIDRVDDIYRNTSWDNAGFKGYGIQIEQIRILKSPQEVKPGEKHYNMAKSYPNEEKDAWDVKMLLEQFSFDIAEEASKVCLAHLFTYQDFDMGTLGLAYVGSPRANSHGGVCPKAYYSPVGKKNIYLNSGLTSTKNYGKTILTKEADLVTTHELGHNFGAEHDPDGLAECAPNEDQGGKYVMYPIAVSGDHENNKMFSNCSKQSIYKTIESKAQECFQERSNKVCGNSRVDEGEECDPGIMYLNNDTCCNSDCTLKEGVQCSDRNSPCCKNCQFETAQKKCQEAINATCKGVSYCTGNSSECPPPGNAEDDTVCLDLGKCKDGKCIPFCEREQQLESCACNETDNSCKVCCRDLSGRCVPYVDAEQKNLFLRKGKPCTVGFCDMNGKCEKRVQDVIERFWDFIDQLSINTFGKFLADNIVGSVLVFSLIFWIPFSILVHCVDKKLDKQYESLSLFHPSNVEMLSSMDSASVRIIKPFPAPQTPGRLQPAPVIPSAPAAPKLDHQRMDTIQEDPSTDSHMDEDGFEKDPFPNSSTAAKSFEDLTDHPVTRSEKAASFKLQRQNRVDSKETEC
# MBD2 DNA inh = inhibitors of MBD2 binding to methylated DNA, primary screen, biochemical, TR-FRET, DNA-binding domain, human. Methyl-CpG-binding domain protein 2 (Homo sapiens), Q9UBB5. 370,000 tested, 0.31% active. MBD2 binding to methylated oligonucleotide. inhibition, % at 4.4 µM; in the data active = inhibition above about 13%
# Target sequence (Q9UBB5 whole entry, looked up, the tested form may be a part): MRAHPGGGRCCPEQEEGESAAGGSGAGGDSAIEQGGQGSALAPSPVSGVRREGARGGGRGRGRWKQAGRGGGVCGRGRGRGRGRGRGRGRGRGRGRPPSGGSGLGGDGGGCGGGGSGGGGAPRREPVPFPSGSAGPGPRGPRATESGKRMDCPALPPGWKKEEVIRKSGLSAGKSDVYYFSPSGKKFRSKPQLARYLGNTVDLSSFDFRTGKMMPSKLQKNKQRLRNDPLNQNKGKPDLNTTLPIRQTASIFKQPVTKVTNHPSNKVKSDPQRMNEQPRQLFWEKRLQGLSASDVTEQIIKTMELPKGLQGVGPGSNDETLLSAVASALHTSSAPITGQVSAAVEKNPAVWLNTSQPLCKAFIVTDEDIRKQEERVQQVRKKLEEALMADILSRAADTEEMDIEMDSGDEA
# SMARCA2 act = SMARCA2 (BRM) function activators, primary screen, cell-based, luminescence, high throughput; 370,000 tested, 1% active; activation, % at 9.1 µM; AID 652017, 2013; MG213 cells, MMTV-luciferase reporter, dexamethasone, overnight; in the data active = activation above about 7.8%;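 also: 0% = vehicle wells and 100% = reference activator wells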
# NR1D1 modulator = modulators of Rev-erb alpha DNA binding, primary screen, biochemical, FITC-DNA, fluorescence polarization, uHTS; Rev-erbα–FITC-DNA binding, 90 min; activity, % at 10 µM; 370,000 tested, 0.79% active;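 active = activity above about 14%, limit read from the data; passing the limit was not always enough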;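 also: 0% = DMSO wells with 35 nM protein and 100% = DMSO wells with 750 nM protein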
# DAX1 inh-2 = DAX1 (NR0B1) inhibitors, primary screen, cell-based, HEK293, Gal4-DAX1, luciferase luminescence | Nuclear receptor subfamily 0 group B member 1 (Homo sapiens), P51843 | HEK293 Gal4-DAX1 luciferase reporter | inhibition, % at 6.75 µM | 340,000 tested, 0.99% active | AID 504766, 2011;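 active = inhibition above the mean over all tested compounds plus 3 SD, cut at about 4.2% in these data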;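 also: 0% = DAX1-transfected cells with DMSO and 100% = empty-vector control cells with DMSO; inhibition shows as a rise in luminescence from relieved DAX1 repression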
# An asterisk follows results filed as active; . = not tested or not shown.
SMILES,hcDAF-12 act,DAX1 inh-1,PLCb3 inh,PLC-gamma1 inh,ssDAF-12 act,hgDAF-12 ag,ADAM17 inh,MBD2 DNA inh,SMARCA2 act,NR1D1 modulator,DAX1 inh-2
CC(O)CCC(=O)NCCNC(=O)CCC(C)O (stereo not drawn),1.2,0.5,-1,-1,-1.1,1.2,-5,-7,0,-7,0.4
COCCNC(=S)N1C2CCC1CC(NC(=O)NC13CC4CC(CC(C4)C1)C3)C2 (stereo not drawn),-0.8,0.0,3,2,-1.7,-0.1,-2,-4,0,-2,0.2
O=C(NNC(=O)c1cc(-c2ccc(Cl)cc2Cl)nc2ccccc12)Nc1ccccc1,-0.5,0.7,-10,-5,-1.3,4.7,-3,5,2,0,0.2
Cc1c(Br)c([N+](=O)[O-])nn1CC(=O)Nc1ccc2nc3n(c(=O)c2c1)CCCC3,-2.4,-0.3,-5,-2,-1.7,-0.4,-4,3,1,4,0.0
O=C1OC(N2C(=O)CC[C@H]2C(=O)Nc2ccc(F)c(F)c2)c2ccccc21 (stereo partly drawn),-0.5,-0.4,6,2,-0.8,-1.9,0,-1,1,2,3.0
COc1ccc(C(=O)C2CCCN(C(=O)Cn3cncn3)C2)cc1OC (stereo not drawn),-1.7,-0.1,-8,0,-0.5,1.4,-5,5,-3,-7,0.7
Nn1c(-c2ccco2)n[nH]c1=S,-0.8,0.0,0,3,-0.5,3.2,-1,2,-3,-3,1.7
c1cc2c3c(cccc3c1)-c1cnccc1-2,-0.9,-1.8,-234,-193,-1.1,2.3,-46,-3,-2,-3,0.2
c1ccc2sc(N3CCOCC3)nc2c1,0.6,0.7,2,4,-1.3,3.7,-2,0,1,0,0.8
Nc1c(Nc2ccccc2)c2ccccc2oc1=O,2.5,-0.3,-18,-12,-0.7,3.0,-4,-1,1,6,0.4
COc1cc(SC)ccc1C(=O)N(Cc1ccccc1)c1ccccc1,-1.8,-0.5,-7,-2,-1.7,-1.4,-1,-3,-1,-2,-0.9
COc1ccc(OC)c(CNS(=O)(=O)c2ccccc2Br)c1,-0.6,0.5,-1,3,-1.3,1.4,1,2,-4,7,.
CCc1ccc(NS(=O)(=O)c2cccc3nsnc23)cc1,-2.4,-0.1,-6,3,-1.4,-1.1,0,-1,-2,1,1.4
CCCCc1c(C)c2ccc(OCC(C)=O)cc2oc1=O,4.3,1.8,-114,-78,0.5,11*,-162,7,5,2,3.5
Cc1cc(NC(=O)COC(=O)C(Nc2ccc(C(F)(F)F)cc2Cl)C(C)C)no1 (stereo not drawn),-2.4,-1.9,4,1,-2.0,2.9,10*,-3,-5,-2,-2.0
CCSc1ncc(Cl)c(C(=O)Nc2ccccc2)n1,-1.3,0.0,4,3,-0.4,-0.6,-1,1,-2,0,-0.7
CCOC(=O)[C@@H](NC(=O)[C@@H]1CC=C[C@@H]2CCN(Cc3ccc(Cl)cc3)C(=O)[C@@H]21)C(C)C,-0.4,.,-3,-3,-1.9,-0.7,-5,1,.,1,.
COC(=O)c1cncc(O)c1,-1.3,-0.3,4,3,-1.1,-0.3,0,-3,-2,-2,-1.0
Cn1c(=O)c(C(=O)CN2CCN(Cc3ccc4c(c3)OCO4)CC2)c(N)n(Cc2ccccc2)c1=O,-0.4,0.6,-8,0,-1.4,-1.1,-7,5,1,-7,-0.2
OCCN1CCN(CC(O)COc2ccc3c(c2)OCO3)CC1 (stereo not drawn),-1.5,-0.2,-2,-2,-0.8,-7.0,-1,1,0,-3,-0.3
COc1ccc(CCNc2ncnc3sccc23)cc1OC,-5.0,-4.2,-12,-6,-3.3,-11,-3,-3,-7,2,-3.5
Cc1ccsc1C(=O)OCC(=O)N(C)c1c(N)n(Cc2ccccc2)c(=O)[nH]c1=O,-1.7,1.4,-2,-4,-1.3,-1.3,-2,4,5,-4,1.4
Cc1cccc(NC(=S)N(C)Cc2cn(C)c3ccccc23)c1,0.9,-1.1,-1,-1,-0.8,-1.0,3,2,-2,2,-1.2
COc1cccc(CNC(=O)C2CC(=O)N(C3CCCCCCC3)C2)c1 (stereo not drawn),0.0,-2.0,2,-1,-1.1,0.2,-1,4,2,-1,0.0
c1ccc(Oc2cc(-c3ccccc3)ncn2)cc1,1.7,1.5,2,5,-0.7,7.3,1,2,3,3,2.2
CC(=NCc1ccccc1)c1ccc(O)cc1O,1.5,-0.2,-11,-4,-1.6,-2.1,-1,2,-5,-3,0.0
Cc1ccc(S(=O)(=O)NCCS(=O)(=O)N2CCN(c3ccc(F)cc3)CC2)cc1,-0.7,-1.1,-4,4,-0.9,-0.8,2,3,-3,-2,-1.0
COCCNC(=O)/C(C#N)=C/C(C)=C/c1ccccc1,-2.5,0.1,0,-1,-0.1,0.5,0,-1,4,5,-0.9
N#CCSc1nnc(-c2ccccc2)c(-c2ccccc2)n1,0.5,1.0,4,4,-1.7,-0.3,0,6,0,-2,0.2
Cc1cc(C)cc(N2C(=O)C3CCCN3C2=S)c1 (stereo not drawn),-0.9,-0.1,-4,7,-1.1,-2.9,4,-5,-2,0,-1.2
COC(=O)c1ccc(CSc2ncn[nH]2)o1,1.4,0.2,1,0,-1.1,2.6,-2,3,-1,1,1.1
CCc1ccc(NC(=O)Nc2ccc3c(c2)CCC3)cc1,-0.2,3.7*,-9,4,-0.9,3.5,-2,1,4,6,0.4
CC(C)N=C1NN=C(c2ccc(Cl)c(Cl)c2)CS1,2.4,3.3,-7,-5,-0.5,19*,-7,1,7,1,.
Nc1nc2ncccn2c1-c1ccc(F)cc1,1.9,-0.6,-211,-172,-0.5,-2.6,-20,-2,-2,-3,.
Cc1ccc2nc(NC(=O)c3ccccc3F)sc2c1,13*,1.7,-76,-52,1.6*,19*,-40,2,3,7,-1.3
O=C(Nc1ccc2sc3ccccc3c(=O)c2c1)c1ccccc1Cl,5.4,1.6,-26,-23,1.2*,7.8,-6,1,5,8,2.8
Fc1cccc(-c2cc3nc4c(c(N5CCC6(CC5)OCCO6)n3n2)CCCC4)c1,2.1,0.4,-22,-19,-0.8,3.5,-3,-1,3,0,2.0
COC(=O)c1ccc(NC(=O)C(=O)N2CCN(C(=S)Nc3ccccc3OC)CC2)cc1,0.9,-0.7,0,-2,-0.7,-0.9,0,0,1,3,-0.2
CCOC(=O)C1(Cc2cccc(OC)c2)CCCN(Cc2cc(OC)c(O)c(OC)c2)C1 (stereo not drawn),-0.5,0.2,-3,-2,-1.3,2.3,-4,-1,0,2,1.6
CN(C)S(=O)(=O)c1ccc(Nc2nc(C3CC3)nc3c2nnn3Cc2ccccc2Cl)cc1,-3.5,-0.2,-14,-13,-1.5,-4.2,-4,7,-5,6,-2.7
O=C(CSc1nc(=O)n2ccccc2n1)OCc1ccccc1,0.1,1.1,-10,3,-0.6,2.1,-7,0,-1,0,-0.7
CC(=O)Nc1cccc(NC(=O)c2ccc3c(c2)CCN3S(C)(=O)=O)c1,-1.1,-0.4,-7,2,-1.0,-2.2,-4,1,-3,1,-1.0
CC1CCN(c2c(NCC3CCC(C(=O)NCCc4ccccc4)CC3)c(=O)c2=O)CC1 (stereo not drawn),-0.1,-0.9,-2,-1,-0.9,0.6,0,4,-2,-3,0.3
CCn1c(CN2CCN(c3cccc(C)c3C)CC2)n[nH]c1=S,-3.3,-0.4,1,1,-2.2,-0.6,-2,1,-1,9,0.6
CN1C(=S)SC(/[N+]([O-])=C\c2cccs2)C1(C)C (stereo not drawn),1.6,-0.1,3,2,-1.3,0.2,-4,2,-2,4,-0.5
Cc1nc2sc(C(=O)Nc3ccccc3)c(N)c2c(C)c1[N+](=O)[O-],8.1*,4.0*,-3,-2,1.6*,10,-4,2,0,-1,6.9*
Cc1ccc(C(=O)Nc2c(-c3cccs3)nc3cc(C)ccn23)cc1,-1.9,-1.4,-2,8,-1.7,-2.6,-2,-2,0,-5,1.3
Cc1cc(=O)oc2cc(OCC(O)CN3CCN(c4ccccc4)CC3)ccc12 (stereo not drawn),-2.0,-1.2,-27,-16,-1.1,-0.6,-30,2,-1,2,-1.4
COc1cccc(OC)c1NC(=O)c1ccc(-c2cc(Cl)ccc2Cl)o1,0.9,0.6,-1,-4,-0.8,3.9,1,-3,3,-1,.
CCN1CC2([N+](=O)[O-])CC=C(OC)C([N+](=O)[O-])(C1)C2 (stereo not drawn),0.5,0.2,0,3,-1.6,0.8,-1,-6,0,8,-1.6

# Of the compounds above, these contain fluorine.
SMILES,hcDAF-12 act,DAX1 inh-1,PLCb3 inh,PLC-gamma1 inh,ssDAF-12 act,hgDAF-12 ag,ADAM17 inh,MBD2 DNA inh,SMARCA2 act,NR1D1 modulator,DAX1 inh-2
O=C1OC(N2C(=O)CC[C@H]2C(=O)Nc2ccc(F)c(F)c2)c2ccccc21 (stereo partly drawn),-0.5,-0.4,6,2,-0.8,-1.9,0,-1,1,2,3.0
Cc1cc(NC(=O)COC(=O)C(Nc2ccc(C(F)(F)F)cc2Cl)C(C)C)no1 (stereo not drawn),-2.4,-1.9,4,1,-2.0,2.9,10*,-3,-5,-2,-2.0
Cc1ccc(S(=O)(=O)NCCS(=O)(=O)N2CCN(c3ccc(F)cc3)CC2)cc1,-0.7,-1.1,-4,4,-0.9,-0.8,2,3,-3,-2,-1.0
Nc1nc2ncccn2c1-c1ccc(F)cc1,1.9,-0.6,-211,-172,-0.5,-2.6,-20,-2,-2,-3,.
Cc1ccc2nc(NC(=O)c3ccccc3F)sc2c1,13*,1.7,-76,-52,1.6*,19*,-40,2,3,7,-1.3
Fc1cccc(-c2cc3nc4c(c(N5CCC6(CC5)OCCO6)n3n2)CCCC4)c1,2.1,0.4,-22,-19,-0.8,3.5,-3,-1,3,0,2.0
